Screening results as filed in PubChem BioAssay.
NCI-60 one-dose screen, 48 h, at 10 µM unless noted. Numbers give growth in % (100 = growth as untreated, 0 = no growth, -100 = all killed).
COLO 205 – COLO 205 colon cancer. 79,000 tested, 7.3% active
OVCAR-4 – OVCAR-4 ovarian cancer cells; 80,000 tested, 3.7% active
HT29 – HT29 colon cancer | 81,000 tested, 7.4% active
HCT-116 – HCT-116 colon cancer; AID 1794798; 82,000 tested, 7.3% active
IGROV1 – IGROV1 ovarian cancer; 79,000 tested, 4.7% active; AID 1794786
SW-620 – SW-620 colon cancer; 82,000 tested, 5.2% active; AID 1794795
SK-OV-3 – SK-OV-3 ovarian cancer cells; 80,000 tested, 3.2% active
KM12 – KM12 colon cancer cells; 82,000 tested, 5% active; AID 1794800
HCT-15 – HCT-15 colon cancer | 82,000 tested, 5.2% active | AID 1794746
* = called active by the depositor; nt = not tested or not shown; & = joins results of further samples; [ ] = another dose, or the depositor's remark. Rule for the calls: active = growth percent below 10; inactive = the rest. The order is random; overall some 12% were active at least once.

Sample of the layout, 4 compounds:
SMILES	COLO 205	OVCAR-4	HT29	HCT-116	IGROV1	SW-620	SK-OV-3	KM12	HCT-15
COc1ccc(C=Nc2ccc(N=Nc3ccccc3)cc2)cc1	116	102	89	99	96	100	111	87	89
CCCN(C)CC(C)(O)CNc1cc(OC)cc2cccnc12 (stereo not given)	108	100	106	92	115	95	102	97	100
CCOCCC(=O)C(C#N)c1cccc(OC)c1OC (stereo not given)	108	102	105	105	104	97	97	105	105
CN1CCN(C(=O)[C@]2(C)CC[C@]3(C)CC[C@]4(C)C(=CC[C@@H]5[C@@]6(C)C/C(=C/c7ccco7)C(=O)C(C)(C)[C@@H]6CC[C@]54C)[C@@H]3C2)CC1	83	78	67	48	94	79	101	81	58

All compounds of this part, from the start:
SMILES	COLO 205	OVCAR-4	HT29	HCT-116	IGROV1	SW-620	SK-OV-3	KM12	HCT-15
COc1ccc(C=Nc2ccc(N=Nc3ccccc3)cc2)cc1	116	102	89	99	96	100	111	87	89
CCCN(C)CC(C)(O)CNc1cc(OC)cc2cccnc12 (stereo not given)	108	100	106	92	115	95	102	97	100
CCOCCC(=O)C(C#N)c1cccc(OC)c1OC (stereo not given)	108	102	105	105	104	97	97	105	105
CN1CCN(C(=O)[C@]2(C)CC[C@]3(C)CC[C@]4(C)C(=CC[C@@H]5[C@@]6(C)C/C(=C/c7ccco7)C(=O)C(C)(C)[C@@H]6CC[C@]54C)[C@@H]3C2)CC1	83	78	67	48	94	79	101	81	58
Cc1ccc(Nc2cc(N)nc(N)n2)cc1Cl	107	90	98	81	91	112	94	93	97
O=C(Nc1sc2c(c1C(=O)NCCc1c[nH]c3ccccc13)CCCC2)c1ccccc1	nt	70	85	78	77	98	nt	82	75
O=C(c1ccccc1)c1ccc(Cl)c([N+](=O)[O-])c1	nt	99	83	45	44	17	108	106	90
C/C(=C\C(=N\N=C(N)N)c1ccc(Cl)cc1)c1ccc(Cl)cc1	-90*	nt	-70*	-86*	-61*	-73*	-22*	-88*	-69*
O=CN1N=C(c2ccc(F)cc2)CC1c1cn(Cc2ccc(Cl)cc2)c2ccccc12 (stereo not given)	89	65	73	111	68	80	78	79	77
CC1(C)[C@H]2CC[C@@]1(C)C(=O)[C@H]2[N+](=O)[O-]	111	102	104	99	107	108	107	109	99
COc1ccc2nc(-c3c(-c4ccccc4)nc4ncccn34)[nH]c2c1	108	93	94	97	111	108	109	111	97
CCOC(=O)Cc1cnn(C)c1NC(=O)c1cc(C)ccc1NC(C)=O	121	97	102	99	111	103	111	104	108
C1CCC(CC2CCCCC2)CC1	103	102	124	92	121	96	100	105	109
Cc1nn(-c2nc3ccccc3s2)c(C)c1Oc1ccccc1O	92	75	50	27	nt	48	75	64	29
Cc1ccc(C2NC(=S)NC=C2C(=O)c2cc3ccccc3oc2=O)cc1 (stereo not given)	106	98	106	98	88	104	92	97	101
CC(=O)Nc1ccc(-c2cc3cnc4ccccc4c3oc2=O)cc1	119	111	107	104	112	105	102	104	106
NC(CC(=O)OCc1ccccc1)C(=O)OCc1ccccc1 (stereo not given)	107	100	103	95	101	107	106	101	99
COc1cc(CNC(=O)Cc2ccccc2)ccc1OCc1cn(-c2ccccc2F)nn1	nt	nt	123	106	104	113	nt	101	106
O=C1c2cc(Cl)c(Cl)cc2C(=O)N1CNc1cc(Cl)ccc1Cl	116	110	108	95	104	103	109	92	101
COc1cc2nc(N3CCN(C(=O)C4CCCO4)CC3)nc(N)c2cc1OC (stereo not given)	106	107	96	98	104	108	98	103	102

Record cards (already shown). Values in the order: COLO 205 | OVCAR-4 | HT29 | HCT-116 | IGROV1 | SW-620 | SK-OV-3 | KM12 | HCT-15
CN1CCN(C(=O)[C@]2(C)CC[C@]3(C)CC[C@]4(C)C(=CC[C@@H]5[C@@]6(C)C/C(=C/c7ccco7)C(=O)C(C)(C)[C@@H]6CC[C@]54C)[C@@H]3C2)CC1 in the list: 83 | 78 | 67 | 48 | 94 | 79 | 101 | 81 | 58
COc1cc(CNC(=O)Cc2ccccc2)ccc1OCc1cn(-c2ccccc2F)nn1 in the list: nt | nt | 123 | 106 | 104 | 113 | nt | 101 | 106

(further entries)
SMILES	COLO 205	OVCAR-4	HT29	HCT-116	IGROV1	SW-620	SK-OV-3	KM12	HCT-15
COc1cc(NCC(O)CN(CC(C)C)CC(C)C)c2nc(C)ccc2c1 (stereo not given)	66	40	80	97	87	93	75	75	85
CNC(=O)c1nc(Nc2ccc(NC(=O)Nc3ccc(F)cc3)cc2)c2ccccc2n1	103	104	108	97	93	106	88	103	110
CCOC(=O)c1cc(/C=C/c2ccc(Cl)cc2Cl)on1	57	76	1.5*	-87*	82	-14*	104	-30*	-66*
O=S(=O)(NCCCNc1cc(-c2cn(-c3ccccc3)nc2-c2cccc(O)c2)ccn1)c1ccc(Cl)cc1	-69*	35	-33*	15	27	16	33	13	-5.4*
Nc1ccc2ccc(O)cc2c1	103	93	100	86	100	100	100	96	96
COC(=O)C(CC(=O)Nc1ccc(C(=O)c2nccn2C)cc1)c1ccc(C(F)(F)F)cc1 (stereo not given)	107	99	103	103	99	98	101	99	101
COc1ccc(Cl)cc1N1C(=N)/C(=C2\Nc3ccccc3S2)CC1=O	100	99	112	105	nt	107	77	109	63
CCN(CC)Cc1nc2ccccc2c(=O)n1/N=C/c1ccc([N+](=O)[O-])cc1	106	111	111	109	112	103	118	102	107
CC(=O)OCC(COC(C)=O)(CN1C(=O)c2ccccc2C1=O)CN1C(=O)c2ccccc2C1=O	116	111	112	102	114	102	105	109	94
CCOC(=O)c1sc2ncnc(Nc3ccc(OCc4ccc(F)cc4)cc3)c2c1C	101	84	92	94	111	103	85	101	98
Cc1ccc(-c2nn(-c3ccccc3)cc2C2CC(c3ccc(Cl)cc3)=NN2c2ccc(S(N)(=O)=O)cc2)cc1 (stereo not given)	95	83	70	63	91	100	97	68	71
O=C(O)c1ccc(-n2cc(/C=N/Nc3ccc(F)cc3)c(-c3cccc(C(F)(F)F)c3)n2)cc1	105	92	87	66	75	63	95	53	54
O=C1/C(=C/c2ccc(Cl)c(Cl)c2)CN(C(=O)CCN2CCC(=NO)CC2)C/C1=C\c1ccc(Cl)c(Cl)c1	-85*	-97*	-86*	-47*	-63*	-63*	-56*	-81*	-88*
COc1cccc(-c2nn(-c3ccccc3)cc2-c2ccnc(NCCNS(=O)(=O)c3ccc(Br)cc3)c2)c1	36	48	33	42	44	72	72	47	42
O=C(c1cccs1)c1ccccc1Cc1ccccc1	116	97	97	113	99	104	101	104	103
O=C1OC(c2ccccc2)=N/C1=C\c1ccccc1	113	113	113	102	99	101	97	108	105
c1ccc2c(c1)nnn2Cn1nnc2ccccc21	102	118	103	95	115	108	100	101	97
COc1ccc(-c2cc(-c3ccc(OC)c(S(N)(=O)=O)c3)[nH]c(=O)c2C#N)cc1	117	98	112	93	111	nt	100	104	103
Nc1c(C(=O)Nc2ccccc2C(F)(F)F)sc2nc3c(cc12)CCCCCC3	106	nt	74	79	89	97	77	95	84
CC1(C)CCC(C)(C)c2cc3c(cc21)C(C)(C)CCC3(C)C	107	109	118	102	114	103	105	108	110
Cc1nc2cc(Nc3nc(-c4ccc(Cl)cc4)nc(N4CCOCC4)n3)ccc2n1Cc1ccccc1	86	88	71	77	97	106	99	97	89
Cc1nn(-c2ccccc2)c2nc3c(nc12)C(=O)CCC3	nt	81	99	92	97	105	100	87	89
CC(=O)N1N=C(c2ccc(Cl)cc2)CC1c1ccc(Oc2ccc(Br)cc2)cc1 (stereo not given)	83	57	65	70	65	80	74	71	69
CCOc1ccc(-c2ccc(=O)n(-c3ccc(S(N)(=O)=O)cc3)n2)cc1	97	112	110	95	104	103	97	99	95
CC(C)C[C@H](N)C(=O)N=S(N)(=O)c1cccc2ccccc12 (stereo not given in full)	114	100	106	99	95	103	101	100	106
CC(CN(C)C)CN1c2ccccc2Sc2ccccc21 (stereo not given)	85&84&48	84&102&88	67&71&56	95&64&59	92&73	89&84&87	101&96&97	89&104&95	85&89&85
C#CCOc1ccccc1C(OC(=O)c1cccc(N)c1)C(=O)NC(C)(C)C(C)(C)C (stereo not given)	107	106	106	97	106	100	105	99	97
OC(Cc1ccccc1)(c1ccccc1)C(O)(Cc1ccccc1)c1ccccc1 (stereo not given)	81	45	50	34	80	nt	97	68	48
C#Cc1cccc(NC(=O)c2ccc(N=C=S)cc2)c1	115[8.25 µM]	99[8.25 µM]	102[8.25 µM]	103[8.25 µM]	102[8.25 µM]	106[8.25 µM]	106[8.25 µM]	96[8.25 µM]	113[8.25 µM]
Nc1cnc2ccccc2n1	103	106	105	98	113	97	99	104	98
O=C(CCCCCCN1CC(=O)N2[C@@H](c3ccc(Cl)cc3Cl)c3[nH]c4ccccc4c3C[C@H]2C1=O)NO	101	92	97	74	81	82	83	96	101
COc1cccc(-c2nc3sccn3c2-c2ccnc(NCCNS(=O)(=O)c3c(Cl)cccc3Cl)c2)c1	nt	60	47	49	57	74	90	47	47
Oc1ccccc1-c1nc2c([nH]1)-c1cccc3cccc-2c13	108	91	97	73	82	96	101	99	107
O=C(O)C(C(=O)O)C(c1ccccc1)c1ccccc1Br (stereo not given)	106	109	88	103	101	99	98	105	100
COC(=O)N1CC(Oc2ccccn2)C2CC1c1ccccc1O2 (stereo not given)	102	103	103	97	120	102	103	107	99
CS(=O)(=O)c1cccc(Nc2ncc3cc(-c4ccccc4Cl)ccc3n2)c1	-8.0*	39	1.9*	-5.5*	4.1*	16	-2.3*	22	12
C/C(=N\Nc1ccc(S(N)(=O)=O)cc1)c1cnn(-c2cc(=O)[nH]c3ccc(Br)cc23)c1C	86	68	99	58	57	76	69	54	91
CC(C)(C)Nc1c(-c2c(O)c3ccccc3oc2=O)nc2c(Cl)cc(C(F)(F)F)cn12	103	102	110	97	110	104	104	105	99
CC(=O)O[C@@H]1CC[C@]2(C)C3=C(CC[C@H]2[C@@]1(C)CO)[C@@]1(C)CC[C@@H]([C@H](CCC=C(C)C)C(=O)O)[C@]1(C)CC3	121	99	83	77	96	107	100	100	95
CCOC(=O)C(Cc1c[nH]c2ccccc12)(NC(C)=O)C(=O)OCC	113	116	95	96	108	102	105	106	103

Exported with values under each structure: 2 of the compounds above.
Every second line gives: COLO 205 | OVCAR-4 | HT29 | HCT-116 | IGROV1 | SW-620 | SK-OV-3 | KM12 | HCT-15
OC(Cc1ccccc1)(c1ccccc1)C(O)(Cc1ccccc1)c1ccccc1 (stereo not given)
  81 | 45 | 50 | 34 | 80 | nt | 97 | 68 | 48
Cc1nc2cc(Nc3nc(-c4ccc(Cl)cc4)nc(N4CCOCC4)n3)ccc2n1Cc1ccccc1
  86 | 88 | 71 | 77 | 97 | 106 | 99 | 97 | 89

Carrying on:
SMILES	COLO 205	OVCAR-4	HT29	HCT-116	IGROV1	SW-620	SK-OV-3	KM12	HCT-15
O=C(O)c1ccccc1-c1c2ccc(=O)c(Cl)c-2oc2c(Cl)c(O)ccc12	98	111	118	117	120	98	100	118	112
O=C1CC2CC=CCN2C=C1c1cccs1 (stereo not given)	102	100	88	90	108	102	99	100	106
CN(C)c1ccc2cc(-c3cc4c(oc3=O)-c3ccccc3OC4O)c(=O)oc2c1 (stereo not given)	-56*	26	19	13	-29*	17	29	-38*	7.7*
c1cc2c3c(cccc3c1)-c1cnccc1-2	128	103	105	115	nt	107	114	116	96
CCCCC(c1ccccc1)N(C)CC(O)c1ccc(Cl)cc1 (stereo not given)	65	nt	38	45	68	76	80	96	83
CCCCNC(=O)Nc1ncn[nH]1	130	106	109	113	116	108	113	120	102
C=C1c2c(C)nn(-c3ccc(C)cc3)c2N(C)C23C[C@H]1C1(C)c4c(C)nn(-c5ccc(C)cc5)c4N(C)C(C)(C[C@H]12)C3 (stereo not given in full)	107	86	92	93	111	107	77	100	95
O=C(CCCl)Nc1cccc(Cn2c(=O)[nH]c3ccc(Oc4ncccn4)cc3c2=O)c1	nt	93	100	77	96	109	88	99	93
COC1CC(Cn2cc(COc3ccc4ccc(=O)oc4c3)nn2)C(OCc2ccccc2)C(OCc2ccccc2)C1OCc1ccccc1 (stereo not given)	121	93	108	77	107	97	92	109	89
CC(=O)OC[C@]12CCC(C)(C)C[C@H]1[C@@H]1NCC[C@@H]3[C@@]4(C)CCCNC(C)(C)[C@@H]4CC[C@@]3(C)[C@]1(C)CC2	105	98	96	94	87	99	102	102	92
Cc1cccc(C)c1NC(=O)Cn1c(-c2cncs2)nc2ccccc21	101	97	105	100	103	101	86	87	109
N#Cc1c(-c2cn(-c3ccccc3)nc2-c2ccc(OCc3ccccc3)cc2)cc(-c2ccc(Cl)cc2)[nH]c1=O	129	116	112	95	107	105	110	100	108
CN(C)CCCNC(=O)c1cncnc1Nc1ccc2c(ccn2Cc2ccccn2)c1	104	106	100	89	92	101	100	102	101
O=C(CNc1ccccn1)Nc1ccccn1	108	96	101	100	95	100	103	101	105
O=C1CC2CC=CCN2C=C1n1cccn1 (stereo not given)	108	107	95	96	104	105	113	101	102
CCOC(=O)c1c(C(=O)OCC)c2cc(-c3ccn4c(C(=O)c5ccccc5)c(C(=O)OCC)c(C(=O)OCC)c4c3)ccn2c1C(=O)c1ccccc1	109	89	97	103	82	105	109	88	96
O=C(O)CCCN1C(=O)NC2(C1=O)c1ccccc1-c1ccccc12	108	106	93	96	101	104	103	102	102
O=C1CCC(C(=O)NNc2ccccc2)O1 (stereo not given)	110	102	109	100	98	103	104	96	90
C=CCN(CC=C)CCN(CC=C)CC=C	111	102	110	101	115	105	118	105	103
O=C(O)c1ccc(CNS(=O)(=O)c2ccc3ccccc3c2)cc1	105	98	102	109	nt	100	109	101	104
CC(=O)Nc1c(I)c(NC(C)=O)c(I)c(C(=O)O)c1I	119&115	90	118&108	93&110	108	117&102	110&105	123&104	131&98
O=C(Nc1ccccc1)Oc1ccc2ccccc2c1	107	96	104	106	92	102	101	93	98
CSc1nc2sc(C(N)=O)c(C)c2c(=O)n1Cc1ccccc1	nt	105	112	99	102	107	110	102	104
CCOC(=O)Oc1ccc(Cl)cc1	110	105	109	96	109	102	97	110	101
CCCNC(=O)c1cc(NCc2cc(O)ccc2O)ccc1O	110	110	95	106	113	105	94	96	108
